PKA-R1A act = PKA-R1A complex activation; P00514+P68181; PKA-R1A dissociation, Cy5-IP20 fluorescence polarization; scaled: DMSO 0%, 113 µM cGMP 100%; activation, % at 11.4 µM; actives 0.083% (n = 340,000); AID 504707;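 active = percent activation above the mean of all tested compounds plus 3 SD, cut at about 19% in these data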;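 also: higher means more PKAc released from R1A so a rise in polarization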
MOR-DOR ag = OPRM1-OPRD1 heterodimerization agonism; cells, luminescence; actives 0.3% (n = 340,000); activation, % at 9.3 µM; P35372+P41143; AID 504326; in the data active = activation above about 18%;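 also: 0% = vehicle-treated cells and 100% = reference agonist; values of inactives mirror those of a sister screen read the other way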
PfHsp90 yeast 2 = reduces growth (ATP signal) of yeast expressing P. falciparum Hsp90; S. cerevisiae expressing PfHsp90, BacTiter-Glo ATP, 48 h; yeast lacking PDR1 and PDR3 efflux regulators; inhibition, % at 9.4 µM; actives 0.32% (n = 310,000);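 active = every replicate shows inhibition above about 80%, whatever the replicate mean, limit read from the data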;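 also: 0% = DMSO neutral controls and 100% = 20 µM radicicol positive controls; yeast relying on Plasmodium falciparum Hsp90 in place of its own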
OPRM1-OPRD1 inv = inverse agonists of human mu-delta opioid receptor heterodimerization | AID 504357 | P35372+P41143 | cell-based MOR-DOR heterodimer luminescence, inverse agonism | inhibition, % at 9.3 µM | actives 0.21% (n = 340,000); in the data active = inhibition above about 22%, passing the limit was not always enough;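 also: 0% = cells with DMSO and 100% = wells without cells with DMSO; values of inactives mirror those of a sister screen read the other way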
phage Ecoli inh = E. coli growth loss with phage present | growth absorbance | AID 651602 | actives 0.26% (n = 360,000) | inhibition, % at 11.9 µM; in the data active = inhibition above about 11%
PKA-R2B activ = activators of human PKA-R2B complex | P22694+P31323 | PKA-R2B holoenzyme dissociation, Cy5-IP20 fluorescence polarization; R2B truncated from residue 108, S112A mutant; 0% DMSO only, 100% 113 µM cGMP | activation, % at 11.4 µM | actives 0.079% (n = 340,000) | AID 504700;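 active = activation above a cutoff set at the mean over all compounds plus 3 SD, cut at about 18% in these data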;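 also: higher means more holoenzyme dissociation and a rise in polarization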
Target sequence (P31323 whole entry, looked up, other chains not shown, the tested form may be a part): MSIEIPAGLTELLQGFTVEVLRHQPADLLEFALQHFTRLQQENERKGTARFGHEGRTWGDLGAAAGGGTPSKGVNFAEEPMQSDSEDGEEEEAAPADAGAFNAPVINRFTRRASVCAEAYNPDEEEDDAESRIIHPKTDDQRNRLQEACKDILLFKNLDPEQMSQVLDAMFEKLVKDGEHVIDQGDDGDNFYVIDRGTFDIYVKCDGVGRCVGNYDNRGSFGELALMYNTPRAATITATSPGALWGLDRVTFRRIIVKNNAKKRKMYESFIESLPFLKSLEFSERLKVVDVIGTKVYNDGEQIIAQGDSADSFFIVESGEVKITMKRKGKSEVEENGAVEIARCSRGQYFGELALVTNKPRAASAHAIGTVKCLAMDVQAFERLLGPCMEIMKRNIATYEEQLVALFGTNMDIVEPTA
E coli growth = reduces bacterial viability in AddAB counter-screen; E. coli V3065 growth, OD600 absorbance, 18 h; inhibition, % at 11.9 µM; actives 0.27% (n = 330,000); AID 449728;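 active = inhibition above the campaign's mean inhibition across all tested compounds plus 3 SD, cut at about 9.9% in these data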;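 also: uninfected addAB+ strain grown without phage in ampicillin broth; 0% = DMSO wells and 100% = ciprofloxacin 0.95 µg/ml wells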
HTR5A inv ag = counter-screen for OPRM1-OPRD1 inverse agonists: human HTR5A inverse agonism; HTR5A cell line, luminescence; actives 0.083% (n = 340,000); inhibition, % at 9.3 µM; P47898; in the data active = inhibition mostly above about 23%, no sharp cut-off; inactive = mostly below about 18%;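 also: 0% = cells with DMSO and 100% = no-cell wells with DMSO; some compounds called inactive have numbers as strong as hits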
Target sequence (P47898 whole entry, looked up): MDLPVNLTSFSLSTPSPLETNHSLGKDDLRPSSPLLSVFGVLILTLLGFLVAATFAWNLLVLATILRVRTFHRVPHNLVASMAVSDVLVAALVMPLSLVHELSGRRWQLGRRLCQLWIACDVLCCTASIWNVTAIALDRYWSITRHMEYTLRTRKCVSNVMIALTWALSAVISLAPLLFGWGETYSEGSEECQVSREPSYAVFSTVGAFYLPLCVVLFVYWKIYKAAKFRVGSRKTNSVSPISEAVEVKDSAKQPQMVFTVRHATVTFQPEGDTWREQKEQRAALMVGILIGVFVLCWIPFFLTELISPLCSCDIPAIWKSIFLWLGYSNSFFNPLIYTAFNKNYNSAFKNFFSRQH
AddAB inh = less growth of phage-infected E. coli with AddAB | actives 0.29% (n = 330,000) | E. coli expressing H. pylori AddAB, absorbance growth | inhibition, % at 11.9 µM; in the data active = inhibition above about 12%;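 also: 0% = vehicle wells of infected cells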
Tat transport = blocks Tat-dependent protein export in E. coli | inhibition, % at 10 µM | actives 0.036% (n = 340,000) | E. coli MC4100 TorA-mCherry Tat export, fluorescence;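 active = mean replicate inhibition at least 50% and at least half of replicates individually reaching 50%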;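 also: exported cargo escapes ClpAP degradation while cytoplasmic cargo is degraded and loses fluorescence; 0% = median of neutral control wells and 100% = median of NaSCN control wells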
SUMO Mot1 rescue = blocks SUMOylation pathway, rescuing yeast Mot1-301 growth; growth rescue, % at 18.8 µM; S. cerevisiae Mot1-301 growth rescue, ATP luminescence, 38.5C; percent above DMSO median, 100 means doubled; AID 2716; actives 1% (n = 320,000);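 active = every valid replicate shows activation above 250% relative to neutral control wells; inactive = the rest, any valid replicate at or below 250%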;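 also: OY570 slx delta 5 strain wells were the positive control but not used for scaling; some compounds called inactive have numbers as strong as hits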
* = called active by the depositor; x = not tested or not shown.

SMILES	PKA-R1A act	MOR-DOR ag	PfHsp90 yeast 2	OPRM1-OPRD1 inv	phage Ecoli inh	PKA-R2B activ	E coli growth	HTR5A inv ag	AddAB inh	Tat transport	SUMO Mot1 rescue
COC(=O)c1ccc(OCC2c3cc(OC)c(OC)cc3CCN2C(=O)c2ccco2)cc1 (centres undefined)	-13	0.8	x	-5	1.2	-17	0.1	-34	5.9	4	-13
Cc1ccc(C(=O)N2CCCC(CCC(=O)N3CCN(c4ccccn4)CC3)C2)s1 (centres undefined)	-8	-0.3	8	2	1.1	-2	-2.9	-2	-2.7	-1	2
CN(C)c1ccc(C(=S)N2CCN(C(=S)Nc3cccc4ccccc34)CC2)cc1	-2	-2.4	-15	11	1.5	1	-0.9	-8	0.0	3	2
COc1ccc(C(=O)CNc2ccccc2C#N)cc1	0	0.0	2	0	3.8	-14	1.4	-20	0.5	-3	19
Cc1ccc(CNC(=O)COc2ccccc2-c2ccccc2)cc1	6	13	7	-66	3.6	-9	-1.4	3	1.7	24	9
CN1CCCN(C(=O)CC2(CC(=O)O)CCCC2)CC1	3	-1.8	-31	9	0.5	-9	0.9	9	3.2	1	-3
CCOc1ccc(N2CC(C(=O)Nc3ccc4c(c3)OCCO4)CC2=O)cc1 (centres undefined)	-5	0.9	18	-6	1.7	-6	1.4	-9	1.9	-4	-19
Cc1cnc(NC(=O)CCNC(=O)c2ccc([N+](=O)[O-])cc2)s1	-6	0.4	-16	-3	5.7	0	-1.6	9	-2.2	-5	-8
CCn1c(SCc2nc(N)nc(N3CCCCC3)n2)nc2c1c(=O)n(C)c(=O)n2C	-11	-2.5	4	13	0.6	5	0.4	-3	3.9	-3	206
COc1ccc(C(CNC(=O)c2cc3ccccc3o2)N2CCCCC2)cc1 (centres undefined)	-3	0.3	-6	-2	2.8	1	1.4	3	0.5	-4	-14
COC(=O)C1=C(C)N(Cc2ccco2)C(=O)N[C@@H]1c1ccccc1	3	-2.4	-13	14	-0.8	-15	-2.4	-25	1.3	-1	-9
CN(C)c1ccc(/C=N/Nc2cccc(C(=O)O)c2)cc1	-12	-5.0	6	25	-0.6	-12	-0.5	6	1.8	14	-15
CNC[C@@H](C)NC[C@@H](Cc1ccccc1)NCCc1ccccc1	-6	-1.9	-29	11	0.5	-5	-4.4	0	-0.6	-2	14
COc1cc(NC(=O)COc2ccccc2)c(OC)cc1NC(C)=O	-8	-0.3	3	2	5.0	-10	-0.2	-22	-0.4	-3	-22
O=C1CCCc2ccccc2N1Cc1ccc(Cl)cc1Cl	-11	7.7	54	-36	1.7	-9	0.2	-4	4.2	17	272
COc1cc(NC(=S)NCCC(c2ccccc2)c2ccccc2)c(OC)cc1Cl	-1	0.5	-31	-2	5.6	-9	2.8	-4	1.1	0	-15
Cc1cc(C(=O)Nc2cccc(O)c2)c(C)o1	1	0.2	-12	-1	-0.9	0	0.2	7	2.4	-9	13
O=C(O)C1CCCN(C(=O)NCc2ccccc2)C1 (centres undefined)	11	2.3	-20	-14	3.0	11	1.3	5	-0.2	-7	25
Cc1nc(NS(=O)(=O)c2ccc(Cl)s2)c2c3c(sc2n1)CCCC3	6	-1.0	-82	5	0.1	0	0.1	2	-1.2	12	-36
CCCCCCCC[n+]1cccc(C(=O)N(CC)CC)c1	7	-0.5	-10	4	4.7	0	2.2	10	2.4	-2	17
Cc1ccc(C(=O)OCC(=O)NC(C)c2ccccc2)s1 (centres undefined)	-6	-2.3	-1	12	0.5	0	0.4	-22	1.1	6	-7
COc1ccc(C)cc1N(C(=O)CNC(=O)c1ccco1)C(C(=O)NC1CCCC1)c1cccnc1 (centres undefined)	-2	-1.7	-8	10	0.6	-6	0.3	1	-1.8	-2	-8
COc1cc(CNn2cnnc2)ccc1OCC(=O)NC(C)(C)C	-10	-1.7	-12	9	2.8	-8	-3.4	-27	0.8	5	24
O=S(=O)(c1ccc(F)cc1)c1nc(-c2ccco2)oc1Nc1ccc(F)cc1	-2	5.6	13	-28	4.0	-1	0.2	-1	0.8	1	7
COc1ccc(C/C(N)=N/OC(=O)CCc2ccccc2)cc1	-3	1.1	-21	-6	0.0	1	-1.3	-21	3.8	-11	-4
SMILES	PKA-R1A act	MOR-DOR ag	PfHsp90 yeast 2	OPRM1-OPRD1 inv	phage Ecoli inh	PKA-R2B activ	E coli growth	HTR5A inv ag	AddAB inh	Tat transport	SUMO Mot1 rescue
Cc1ccc(S(=O)(=O)NCCC(=O)N2CCC(Cc3ccccc3)CC2)cc1	11	0.6	x	-3	6.1	-2	0.9	-4	0.3	4	11
O=C1C2=C(CCCC2)C(=O)N1c1cccc(OCCBr)c1	-5	0.4	-65	-2	2.0	-1	-2.2	-23	1.8	-15	-1
CCOC(=O)c1ccccc1NC(=O)c1cccc(F)c1	4	6.1	-2	-25	0.9	-4	0.0	6	3.1	1	1
ClCc1c2ccccc2cc2ccccc12	0	3.4	-4	-18	1.5	-5	-0.9	0	-1.1	4	9
COc1ccc(NC(=O)Nc2ccc(C(=O)N3CCOCC3)cc2)cc1	-8	-2.4	26	13	3.2	-8	-1.7	-15	-0.6	6	8
COCCN(C(=S)Nc1ccc(C(C)C)cc1)C(C)c1cccs1 (centres undefined)	-18	1.8	11	-9	2.1	2	-0.4	-6	-0.9	-3	122
Cc1cc(CNC(=O)c2ccc3c(c2)OCO3)c2ccccc2n1	1	-0.7	7	5	2.9	5	-0.8	10	0.5	-2	4
CCCCN(C(=O)c1ccc(S(=O)(=O)N2CCOCC2)cc1)C1CCS(=O)(=O)C1 (centres undefined)	-2	-0.4	x	3	0.1	-4	3.0	-14	1.4	7	-6
CCOC(=O)c1[nH]c(C)c(C(=O)N2CCN(c3cccc(Cl)c3)CC2)c1C	-2	-0.1	1	1	3.1	5	0.2	-21	1.7	-2	7
CCC(C(=O)NC1CCCCCC1)c1ccccc1 (centres undefined)	-2	0.9	6	-5	2.7	0	1.3	2	0.0	5	34
CC(Sc1nc(N(C)C)nc(N2CCOCC2)n1)C(=O)Nc1ccccc1 (centres undefined)	-1	-1.5	32	6	3.4	-6	-1.4	19	1.6	6	-3
CCC(C)(C)NC(=O)CN(CC1CCCO1)C(=O)CNS(=O)(=O)c1ccccc1 (centres undefined)	-2	0.0	-34	0	2.0	-2	3.1	11	1.0	-2	-18
COc1cccc(OCCn2cc(C(=O)c3ccco3)c3ccccc32)c1	2	-1.3	30	7	2.3	-14	4.9	-8	3.7	4	415
CCc1noc(C)c1C(=O)Nc1ccccc1N1CCOCC1	1	-1.1	7	6	0.2	2	-1.5	-17	-1.5	0	121
Cc1c(Cl)c([N+](=O)[O-])nn1CCCC(=O)Nc1cc(Cl)ccc1Cl	-19	2.2	x	-12	0.8	-21	-1.4	16	-0.7	-2	7
Cc1cccc(Nc2nc(-c3ccc4c(c3)OCCO4)cs2)c1	0	0.9	-69	-5	1.8	1	4.0	-13	0.3	0	x
C=CCSc1nc2c(C(=O)OCC)nnn2c2ccccc12	12	0.4	-7	-2	-0.9	7	x	1	x	1	-13
CC[n+]1ccc(/C=C/c2ccc(N(C)C)cc2)c2ccccc21	9	-5.9	57	27	-0.8	7	x	34*	x	-300	x
Cc1ccc(-c2csc3ncnc(SCC(=O)NCc4ccc5c(c4)OCO5)c23)cc1	-8	0.1	17	0	2.2	-3	-1.7	0	-1.4	-4	-10
COC(=O)c1nc(N)sc1C	3	-1.8	6	9	5.7	-3	0.9	-1	2.1	4	-18
Cc1ccn2c(=O)nc(SCC(=O)NC3CCCCC3)nc2c1	5	-2.9	0	16	3.5	1	-1.0	-1	-1.9	0	-17
CC(C(=O)Nc1nc2ccccc2[nH]1)N1C(=O)C2CC=CCC2C1=O (centres undefined)	4	1.1	13	-7	1.1	2	-3.4	-14	2.6	-3	3
COc1ccc(CC(=O)Nc2ccc(N3CCOCC3)cc2)cc1OC	-7	0.2	1	-1	3.7	2	1.6	18	-0.8	4	168
CCn1cc(CN2CCCC(CNS(=O)(=O)Cc3ccccc3)C2)cn1 (centres undefined)	-1	-0.7	-10	3	1.5	1	-2.2	-6	-1.4	3	5
COc1ccccc1N(CC(=O)Nc1ccccc1C(=O)N1CCCC1)S(C)(=O)=O	-5	-2.3	-12	12	2.5	-6	x	-13	x	-14	x

Next section; it opens with the four that closed the last part.
SMILES	PKA-R1A act	MOR-DOR ag	PfHsp90 yeast 2	OPRM1-OPRD1 inv	phage Ecoli inh	PKA-R2B activ	E coli growth	HTR5A inv ag	AddAB inh	Tat transport	SUMO Mot1 rescue
CC(C(=O)Nc1nc2ccccc2[nH]1)N1C(=O)C2CC=CCC2C1=O (centres undefined)	4	1.1	13	-7	1.1	2	-3.4	-14	2.6	-3	3
COc1ccc(CC(=O)Nc2ccc(N3CCOCC3)cc2)cc1OC	-7	0.2	1	-1	3.7	2	1.6	18	-0.8	4	168
CCn1cc(CN2CCCC(CNS(=O)(=O)Cc3ccccc3)C2)cn1 (centres undefined)	-1	-0.7	-10	3	1.5	1	-2.2	-6	-1.4	3	5
COc1ccccc1N(CC(=O)Nc1ccccc1C(=O)N1CCCC1)S(C)(=O)=O	-5	-2.3	-12	12	2.5	-6	x	-13	x	-14	x
COC(=O)c1cc(C)sc1NC(=O)c1cccnc1	7	0.4	7	-2	3.4	-1	-0.3	-33	1.4	-7	-23
CCCCn1c(-c2cc(Cl)ccc2OC)n[nH]c1=S	4	-2.0	14	11	-0.5	-4	1.6	10	3.8	-3	-5
CC1Cc2ccccc2N1C(=O)CSc1nnc(-c2ccc(S(=O)(=O)N3CCOCC3)cc2)n1C (centres undefined)	-7	0.4	-1	-2	5.4	-6	0.7	8	2.9	-1	-4
O=C(N/N=C/c1cccc2ccccc12)c1ccccc1Cl	-1	2.6	15	-15	0.9	-5	x	3	x	-4	-32
CC1CCCN(CCCOc2ccc([N+](=O)[O-])cc2)C1 (centres undefined)	3	-0.5	-1	3	4.7	-9	-0.9	-29	3.2	3	59
CCSc1ccc(/C(N)=N/OC(=O)c2cccs2)cn1	-4	5.1	6	-21	2.9	-4	2.1	-3	0.4	0	322
CC(=O)Oc1cc2c(cc1Cl)C1(CC(c3ccccc3Cl)O2)CC(C)(C)NC(=S)N1 (centres undefined)	7	-3.7	-37	21	3.3	-10	-0.1	-1	2.2	-2	-7
N#C/C(=C(/O)COC(=O)Cc1c[nH]c2ccccc12)c1nc2ccccc2[nH]1	-7	0.1	x	-1	-1.2	-7	-3.4	-13	-1.5	-6	-2
Cc1ccc(S(=O)(=O)NCCC(=O)Nc2nccs2)cc1	-9	0.5	5	-2	4.3	-8	1.2	-42	3.5	-1	-13
O=C(NCC1CCCO1)/C(=C\c1ccco1)NC(=O)c1ccccc1 (centres undefined)	-10	-1.0	-7	6	3.0	-3	1.9	9	2.5	14	6
Cc1cc(C(F)F)n2nc(C(=O)Nc3sc4c(c3C#N)CCC4)nc2n1	-17	-2.6	-9	13	4.0	1	2.2	9	-0.6	8	-1
CC1CCCN(C(=O)c2ccc3c(c2)OCO3)C1 (centres undefined)	-8	-1.9	5	10	2.0	-5	1.2	-49	1.5	6	-6

Assay outcomes deposited in PubChem BioAssay by several laboratories.
